ROMK mod – ROMK potassium channel modulators, primary screen, cell-based, thallium flux, MLSMR library; B-score at 10 µM; actives 2% (n = 130,000); ATP-sensitive inward rectifier potassium channel 1 (Homo sapiens), P48048; Tet-inducible ROMK, thallium flux fluorescence; actives lie on both sides;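 active = signal ratio slope over the read window, or its plate-corrected B-score, at least 3 SD from the plate mean, either direction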;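 also: B-score of the F/F0 ratio slope over 7 to 12 s after thallium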
PPARg SRC1 recr – PPARgamma agonists recruiting SRC-1 coactivator, primary screen, biochemical | activation, % at 8 µM | actives 0.41% (n = 200,000) | PPARgamma-SRC-1 coactivator recruitment biochemical assay | Peroxisome proliferator-activated receptor gamma (Homo sapiens), P37231; in the data active = activation above about 19%;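 also: 0% = DMSO and 100% = reference agonist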
Target sequence (P37231 whole entry, looked up): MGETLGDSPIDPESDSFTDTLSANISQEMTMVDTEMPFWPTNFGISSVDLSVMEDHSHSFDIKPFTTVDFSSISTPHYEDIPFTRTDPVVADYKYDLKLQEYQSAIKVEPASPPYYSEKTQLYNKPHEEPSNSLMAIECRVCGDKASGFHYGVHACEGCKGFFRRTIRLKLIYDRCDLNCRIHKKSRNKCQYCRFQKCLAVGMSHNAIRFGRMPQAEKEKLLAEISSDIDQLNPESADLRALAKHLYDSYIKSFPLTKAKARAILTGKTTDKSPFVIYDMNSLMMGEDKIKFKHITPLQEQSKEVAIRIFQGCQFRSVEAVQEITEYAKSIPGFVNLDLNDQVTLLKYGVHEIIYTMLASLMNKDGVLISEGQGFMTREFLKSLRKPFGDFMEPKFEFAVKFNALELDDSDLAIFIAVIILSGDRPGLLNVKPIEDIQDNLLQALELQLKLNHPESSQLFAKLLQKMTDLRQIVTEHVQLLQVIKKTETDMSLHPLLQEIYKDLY
TLR4 MyD88 comp – inhibitors of TLR4-MyD88 association in cells, primary screen, cell-based, HeLa CL3-4, BLA complementation, FRET ratio | Toll-like receptor 4 (Homo sapiens) + Myeloid differentiation primary response protein … | HeLa CL3-4 TLR4/MyD88 BLA complementation | inhibition, % at 8.4 µM | actives 0.18% (n = 200,000) | AID 861, 2007; in the data active = inhibition above about 25%;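 also: 0% = vehicle and 100% = reference inhibitor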
L major viab – Leishmania major promastigote growth inhibition, primary screen; Leishmania major promastigotes, resazurin fluorescence viability; inhibition, % at 10 µM; actives 9% (n = 200,000); in the data active = inhibition above about 50%;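 also: promastigotes grown with compound for 44 hours at 28 °C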
TR-FRET SRC-2 ct – TR-FRET signal artefacts, primary screen, artefact control for PPARgamma SRC-2 agonist project, biochemical; TR-FRET artefact counter-screen; active compounds read high; TR-FRET ratio at 8 µM; actives 0.4% (n = 200,000); AID 1049, 2008; in the data active = TR-FRET ratio above about 2000; also: inactives centre near 1500
S1P3 antag – S1P3 receptor antagonists, primary screen, cell-based | Sphingosine 1-phosphate receptor 3 (Homo sapiens), Q99500 | CHO S1P3 NFAT-BLA reporter, FRET fluorescence, antagonist mode | inhibition, % at 4.98 µM | actives 0.27% (n = 170,000);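 active = inhibition above the plate cutoff, the mean inhibition of test wells on that plate plus 3 SD, cut at about 28% in these data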;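 also: cells challenged with S1P at its EC80 of 0.8 µM; blue over green emission ratio from cleaved BLA substrate after 4 h stimulation; 0% = S1P-stimulated wells and 100% = unstimulated DMSO-only wells; some compounds past the cut are filed as inactive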
Target sequence (Q99500 whole entry, looked up): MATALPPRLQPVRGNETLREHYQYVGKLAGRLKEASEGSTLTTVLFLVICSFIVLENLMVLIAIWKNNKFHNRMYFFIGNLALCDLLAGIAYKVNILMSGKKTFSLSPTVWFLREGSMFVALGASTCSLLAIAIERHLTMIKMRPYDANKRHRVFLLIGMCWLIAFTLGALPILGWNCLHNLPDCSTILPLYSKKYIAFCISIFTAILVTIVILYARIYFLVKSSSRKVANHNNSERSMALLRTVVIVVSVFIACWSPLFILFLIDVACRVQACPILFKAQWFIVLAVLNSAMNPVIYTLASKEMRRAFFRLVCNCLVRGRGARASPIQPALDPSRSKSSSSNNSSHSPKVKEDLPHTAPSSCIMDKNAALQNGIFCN
Redox H2O2 prof – compounds producing H2O2 with reducing agent – biochemical, NIH compound library profiling, artefact control for MLSCN library redox annotation, primary screen. DTT-dependent redox cycling H2O2, phenol red/HRP absorbance; 100% = 100 µM peroxide control, 0% = buffer. activation, % at 10 µM. actives 0.03% (n = 200,000). AID 878, 2007;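 active = activation of at least 50% relative to the plate's high and low controls in the primary single-dose screen; inactive = activation below 50%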;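 also: compound incubated with DTT at 0.8 mM final as the reducing agent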
bIAP inhibitor – bovine intestinal alkaline phosphatase inhibitors, primary screen, selectivity assay for TNAP inhibitor project, biochemical, bovine IAP, CDP-star luminescence; purified bovine IAP, 30 min; inhibition, % at 20 µM; 190,000 tested, under 10 active; AID 1019, 2008;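 active = over 50% inhibition of intestinal alkaline phosphatase at 20 µM in the single-dose screen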
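System: purified bovine intestinal alkaline phosphatase (IAP) enzyme; Input: IAP diluted 1/65,000,000 in the well; Measured by: CDP-star luminescence signal; Compound dosing: 20 µM single dose; Incubation: 30 min reaction at room temperature.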
bIAP activator – bovine intestinal alkaline phosphatase activators, primary screen, biochemical, bovine IAP, CDP-star luminescence; purified bovine IAP, 30 min; active compounds read high; fold of DMSO-control signal, blank-subtracted; activation factor at 20 µM; alkaline phosphatase, intestinal [Bos taurus]; actives 0.17% (n = 200,000);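 active = activation factor of 2 or more at 20 µM, a signal rise over negative controls twice the positive control's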
PPARg SRC2 recr – agonists of PPARg-SRC-2 recruitment, primary screen, biochemical, HTS | PPARgamma LBD-SRC-2 recruitment | activation, % at 8 µM | actives 0.34% (n = 200,000) | AID 1032, 2008; in the data active = activation above about 22%;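 also: 0% = vehicle and 100% = reference agonist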
PPARg SRC3 recr – PPARgamma agonists recruiting SRC-3 coactivator, primary screen, biochemical | Peroxisome proliferator-activated receptor gamma (Homo sapiens), P37231 | activation, % at 8 µM | biochemical PPARgamma/SRC-3 coactivator recruitment assay | actives 0.26% (n = 200,000); in the data active = activation above about 23%;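 also: 0% = DMSO and 100% = reference agonist; some compounds past the cut are filed as inactive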
An asterisk follows results filed as active; . = no result given.

SMILES	ROMK mod	PPARg SRC1 recr	TLR4 MyD88 comp	L major viab	TR-FRET SRC-2 ct	S1P3 antag	Redox H2O2 prof	bIAP inhibitor	bIAP activator	PPARg SRC2 recr	PPARg SRC3 recr
O=C(COC(=O)Cc1ccc(Cl)cc1)Nc1ccc(OC(F)F)cc1	.	3	-13	-4	1510	2	0.5	6	0.9	0	-2
CCCn1c(Cc2ccccc2)n[nH]c1=S	0.39	-1	6	-8	1796	.	-0.2	32	0.7	8	-3
COc1cc(C(=O)N(c2ccc(C)c(C)c2)C2C=CS(=O)(=O)C2)cc(OC)c1OC (stereo not given)	0.45	0	-3	-3	1381	-15	0.1	-6	1.1	-4	4
COc1ccc(NC(=O)CN(C)CC(=O)Nc2cccc(F)c2)cc1Cl	-0.37	5	-16	20	1457	5	-0.4	-11	1.1	8	-4
CSCCC(NC(=O)/C(=C/c1ccc2c(c1)OCO2)NC(=O)c1cccc([N+](=O)[O-])c1)C(=O)O (stereo not given)	-0.65	14	-11	-4	1622	-4	1.1	-1	1	-1	2
CC(=O)c1c(C)nc(-c2ccccc2)nc1NC(=O)C(C)C	.	2	-1	-1	1554	.	0.3	8	0.9	7	14
CCOc1ccc(S(=O)(=O)N2CCN(C(=O)c3cc4c(s3)CCCC4)CC2)cc1	-1.1	-2	2	78*	1591	6	0.3	-13	1.1	-5	-4
COc1cccc(-c2cc(C(=O)N3CCCCCC3)no2)c1	.	1	1	0	1538	30	-0.4	-5	1	2	12
CSc1cccc(NC(=O)CN(c2ccc(C)cc2C)S(C)(=O)=O)c1	-1.5	-8	7	20	1443	6	-0.5	1	1	-8	-8
Cc1ccc(/C=N/Nc2cn[nH]c(=O)n2)o1	-0.39	4	3	-6	1619	-2	-0.2	-22	1.2	8	2
CC(=O)c1c(C)nc2nonc2c1N	0.28	7	-3	-3	1652	-19	-0.1	1	1	-2	-12
Cc1cc(C)c(C#N)c(SCC2COc3ccccc3O2)n1 (stereo not given)	.	10	-8	-1	1469	13	0.0	33	0.7	1	1
Cc1nn2c(COc3ccc(NC(=O)c4ccccc4Cl)cc3)nnc2c2ccccc12	.	-2	0	3	1770	-5	-0.5	5	1	10	0
CC(C)N1CCN(Cc2ccc3c(c2)Cc2ccccc2-3)CC1CCO (stereo not given)	-1.1	8	8	85*	1497	10	0.0	-17	1.2	2	-2
Oc1ccccc1-c1cc(C(F)(F)F)nc(-c2ccccc2)n1	0.15	12	0	6	1360	-9	0.8	0	1	-3	1
Cc1cc(C)c(C)c(OCCCCn2cnc3ccccc3c2=O)c1	.	-5	-8	-3	1600	.	-0.1	1	1	-2	-1
N#C/C(=C/c1ccc(CNS(=O)(=O)c2ccccc2)o1)C(N)=O	-0.0011	3	-9	51*	1730	-3	0.4	0	1	6	-2
CCn1c(SCC(=O)N/N=C/C=C\c2ccccc2[N+](=O)[O-])nc2ccccc21	.	5	1	-7	1667	.	-2.1	12	0.9	12	3
Nc1ccc2c(c1)C/C(=C/c1ccco1)C2=O	.	6	32*	1	1636	8	0.2	-35	1.3	15	2
CC[n+]1c(/C=C2\Sc3ccccc3N2C)ccc2cccc(C)c21	.	9	15	100*	1659	25	-1.4	.	0.5	11	12
Cc1ccc(O)c(NC(=O)C2CC(c3c(F)cccc3Cl)=NO2)c1 (stereo not given)	.	4	4	-5	1616	.	0.4	9	0.9	-1	5
O=C(Nc1cccc2c1CCCC2)c1cc([N+](=O)[O-])ccc1Cl	.	6	-8	9	1635	.	0.9	5	0.9	6	5
O=C(N=Nc1c(O)[nH]c2ccccc12)c1cc(NS(=O)(=O)c2cccs2)cc(NS(=O)(=O)c2cccs2)c1	-0.1	-2	-7	-8	1469	-3	-2.0	-2	1	-7	0
C/C(=N\NC(=O)c1ccc(CN2CCOCC2)cc1)c1ccc(NC(=O)c2ccccc2)cc1	-0.68	6	-11	0	1556	-21	0.8	-5	1.1	10	6
CN(C)S(=O)(=O)c1ccc2nnn(O)c2c1	1.7	-10	-8	-4	1567	-6	-0.1	6	0.9	-4	-3
COC(=O)c1[nH]c2ccccc2c1NC(=O)CN1CCN(C(=O)c2ccco2)CC1	.	-9	6	11	1298	-1	0.1	2	1	-7	-8
COCCCNC(=O)c1ccc2c(=O)n(Cc3ccc(OC)cc3)c(=O)[nH]c2c1	0.23	-12	-7	2	1448	-24	-1.2	-1	1	-5	-6
CC(C)CCn1c(=O)c2ccccc2n2c(CN3C(=O)NC4(CCC(C)CC4)C3=O)nnc12 (stereo not given)	4*	-2	-1	-1	1339	-11	3.1	-7	1.1	5	-3
COc1ccccc1/C=C(/C(=O)NCCCn1ccnc1)c1ccccc1	-0.44	14	-2	2	1567	-23	-1.2	1	1	3	7
CC(=O)Nc1c(NC(=O)CC#N)[nH]c2c(c1=O)c(=O)n(C)c(=O)n2C	-0.024	-3	-12	-7	1513	-13	-1.4	-8	1.1	0	3

A run of entries of the results above, as a working copy:
SMILES	ROMK mod	PPARg SRC1 recr	TLR4 MyD88 comp	L major viab	TR-FRET SRC-2 ct	S1P3 antag	Redox H2O2 prof	bIAP inhibitor	bIAP activator	PPARg SRC2 recr	PPARg SRC3 recr
O=C(Nc1cccc2c1CCCC2)c1cc([N+](=O)[O-])ccc1Cl	.	6	-8	9	1635	.	0.9	5	0.9	6	5
O=C(N=Nc1c(O)[nH]c2ccccc12)c1cc(NS(=O)(=O)c2cccs2)cc(NS(=O)(=O)c2cccs2)c1	-0.1	-2	-7	-8	1469	-3	-2.0	-2	1	-7	0
C/C(=N\NC(=O)c1ccc(CN2CCOCC2)cc1)c1ccc(NC(=O)c2ccccc2)cc1	-0.68	6	-11	0	1556	-21	0.8	-5	1.1	10	6
CN(C)S(=O)(=O)c1ccc2nnn(O)c2c1	1.7	-10	-8	-4	1567	-6	-0.1	6	0.9	-4	-3
COC(=O)c1[nH]c2ccccc2c1NC(=O)CN1CCN(C(=O)c2ccco2)CC1	.	-9	6	11	1298	-1	0.1	2	1	-7	-8
COCCCNC(=O)c1ccc2c(=O)n(Cc3ccc(OC)cc3)c(=O)[nH]c2c1	0.23	-12	-7	2	1448	-24	-1.2	-1	1	-5	-6
CC(C)CCn1c(=O)c2ccccc2n2c(CN3C(=O)NC4(CCC(C)CC4)C3=O)nnc12 (stereo not given)	4*	-2	-1	-1	1339	-11	3.1	-7	1.1	5	-3
COc1ccccc1/C=C(/C(=O)NCCCn1ccnc1)c1ccccc1	-0.44	14	-2	2	1567	-23	-1.2	1	1	3	7
CC(=O)Nc1c(NC(=O)CC#N)[nH]c2c(c1=O)c(=O)n(C)c(=O)n2C	-0.024	-3	-12	-7	1513	-13	-1.4	-8	1.1	0	3

Further compounds
SMILES	ROMK mod	PPARg SRC1 recr	TLR4 MyD88 comp	L major viab	TR-FRET SRC-2 ct	S1P3 antag	Redox H2O2 prof	bIAP inhibitor	bIAP activator	PPARg SRC2 recr	PPARg SRC3 recr
CCOC(=O)N1CCN(c2ncnc3c2[nH]c2ccc(F)cc23)CC1	.	3	-9	29	1662	.	-7.5	15	0.8	2	8
CSc1nnc(-c2sc(-c3ccccc3)nc2C)n1C	.	0	-1	-4	1602	.	2.0	-6	1.1	3	4
O=C(NCCC1=CCCCC1)C1CCN(S(=O)(=O)N2CCCC2)CC1	-0.00066	0	5	-6	1733	-16	0.0	9	0.9	0	2
C/C(CCC(=O)OC[C@H]1O[C@H](C#Cc2ccccc2)C=C[C@@H]1Oc1ccc(C)cc1)=N\OC[C@@H](O)[C@H]1O[C@@H]2OC(C)(C)O[C@@H]2[C@H]1O	-2.1	11	1	0	1498	-8	1.6	12	0.9	12	2
O=c1c2[nH]c3ccccc3c2ncn1CCCn1ccnc1	.	-2	0	5	1519	8	2.8	2	1	7	1
Cc1csc2nc(CSc3nc4ccccc4o3)cn12	0.0026	-3	-8	-2	1619	.	-0.2	15	0.8	3	3
CCOc1ccc(/C(=N\O)C(C)NO)cc1 (stereo not given)	0.29	3	1	-1	1463	-4	0.0	21	0.8	6	-1
CCOc1ccc(NC(=O)C(=O)NCCCn2ccnc2)cc1	.	-1	3	-1	1352	.	2.2	11	0.9	-3	-7
COc1ccc(NC(C)C(=O)Nc2ccc(C(C)(C)C)cc2)cc1Cl (stereo not given)	0	0	-9	50*	1482	.	0.6	6	0.9	3	-1
O=C(COC(=O)Cc1cccc(C(F)(F)F)c1)NC1CC1	0.94	0	-2	-5	1464	-11	0.1	6	0.9	0	2
COc1ccc(NC(=O)NCc2ccccn2)cc1OC	0.41	6	-6	-7	1723	5	1.8	27	0.7	6	-9
CCCC(=O)Nc1cccc(-c2nc3cc(C)c(C)cc3o2)c1	0.053	5	-5	0	1712	-8	2.0	4	1	-4	14
COc1ccccc1N1CCN(C(=O)c2ccc(S(=O)(=O)N3CCCCC3)cc2)CC1	.	4	-17	59*	1557	6	0.7	-4	1	6	-1
Cc1ccc(SCCn2nc(C(=O)O)c3ccccc3c2=O)cc1	0.26	-2	-12	-5	1385	1	0.3	7	0.9	2	4
CC(C(=O)Nc1sc2c(c1C(=O)NCc1ccco1)CCCC2)N1C(=O)c2ccccc2C1=O (stereo not given)	1.9	4	6	-5	1421	.	0.0	4	1	8	5
O=C(Nc1cc2c(oc1=O)CCCC2=O)c1ccc(Cl)cc1	.	2	1	-4	1434	.	2.3	3	1	0	0
CCOc1ccc(NC(=O)CSc2nc3ccccc3c(=O)n2CCCC(=O)NCCCN2CCCC2=O)cc1	1.5	1	-1	-8	1642	6	-0.2	-16	1.2	-5	4
O=[N+]([O-])c1ccccc1NCCNc1ncc(C(F)(F)F)cc1Cl	.	-1	2	-3	1561	.	1.5	5	0.9	1	13
C(=N\N1CCN(C2c3ccccc3-c3ccccc32)CC1)/c1ccncc1	.	14	5	13	1634	.	2.7	6	0.9	1	-4
C/C(=N\NC(=O)c1ccc(-c2ccccc2)cc1)C1C(=O)c2ccccc2C1=O	0.62	-2	-7	17	1670	2	-0.3	-28	1.3	-5	1
COc1ccc(CN(Cc2cccnc2)S(=O)(=O)c2ccc(-n3cnnn3)c(C)c2)cc1OC	0.54	0	-2	87*	1457	-63	1.6	3	1	-5	-8

Single records (already shown). Values in the order: ROMK mod	PPARg SRC1 recr	TLR4 MyD88 comp	L major viab	TR-FRET SRC-2 ct	S1P3 antag	Redox H2O2 prof	bIAP inhibitor	bIAP activator	PPARg SRC2 recr	PPARg SRC3 recr
`O=C(COC(=O)Cc1ccc(Cl)cc1)Nc1ccc(OC(F)F)cc1` as listed: .	3	-13	-4	1510	2	0.5	6	0.9	0	-2
`Cc1cc(C)c(C)c(OCCCCn2cnc3ccccc3c2=O)c1` as listed: .	-5	-8	-3	1600	.	-0.1	1	1	-2	-1
